AID2073 = disruptors of CaV2.2 binding to Mint1 – biochemical, HTRF (AID 2073) | HTRF protein-protein interaction, Mint1-CaV2.2; higher % means a stronger effect | inhibition, % at 20 µM, or IC50 in µM where a hit was titrated | 290,000 compounds, 0.19% hits; in the data active means inhibition mostly above about 51%, no sharp cut-off; further: some results filed as inactive read as strong as hits
LYP inhibition = PTPN22 lymphoid phosphatase activity blockers – biochemical, fluorescence intensity, uHTS (AID 1779). recombinant LYP phosphatase, fluorescence intensity; higher % means a stronger effect. one-dose inhibition, % at 11.5 µM; IC50 in µM for titrated hits. 290,000 compounds, 0.054% hits; in the data active means inhibition above about 50%;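 further: plate controls were vehicle with enzyme for no effect and no enzyme for full effect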
Siah-1 displacement = Siah-1 peptide-binding antagonists, primary screen, biochemical, fluorescence polarization, rhodamine-plectin, uHTS (AID 1817); Siah-1 / rhodamine-plectin peptide fluorescence polarization; higher % means a stronger effect; 290,000 compounds, 0.02% hits; displacement, % at 20 µM; hits with a dose series show IC50 in µM;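 active means displacement of at least 50% at 20 µM, with a fluorescence ratio check between 0.3 and a set limit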;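 further: plate controls were Siah plus tracer with DMSO for no effect and tracer alone without Siah for full effect; strong numbers were not always called active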
* = called active by the depositor. Not all compounds are listed; the hit share may differ from the screen's.

SMILES	AID2073	LYP inhibition	Siah-1 displacement
COc1ccc(CC(=O)Nc2ccccc2-c2ccccc2)cc1OC	5%	-8%	-1%
O=[N+]([O-])c1ccc(N2CCN(c3ccc(F)cc3)CC2)cn1	0%	-3%	3%
CC(=O)N1CCOc2ccc(S(=O)(=O)N(C)c3cccc(C)c3)cc21	21%	-5%	0%
Cc1ccc(C)c(N2CCN(C(=O)Cn3c(=O)oc4cc(S(=O)(=O)N5CCCC5)ccc43)CC2)c1	3%	-5%	-3%
COc1ccc(C2NC(=O)CCC2[N+](=O)[O-])c(OC)c1 (configuration not stated)	6%	-8%	-6%
COc1ccccc1CNC(=O)C(=O)NCC1OCCN1S(=O)(=O)c1ccccc1 (configuration not stated)	16%	-7%	0%
O=S(=O)(Cc1ccccc1)Nc1ccccc1	9%	-4%	-5%
CN=C1S/C(=C\c2ccc(O)c(Br)c2)C(=O)N1C	13%	-4%	-4%
COc1ccc(OCCC(=O)Nc2ccc(S(N)(=O)=O)cc2)cc1	7%	-13%	5%
COc1cccc(/C=C(\C#N)c2nc3ccccc3[nH]2)c1OCC(=O)O	23%	-5%	-1%
Cc1cc(C)c(/C=C2\C(=O)Nc3ccccc32)[nH]1	6%	1%	5%
CC1=NN(C(N)=S)C(=O)C1N=Nc1cccc(Cl)c1C (configuration not stated)	9%	-9%	-5%
COCCNc1oc(Cc2cccc3ccccc23)nc1C#N	7%	-6%	-8%
COc1ccc(C(=O)Nc2ccccc2C(=O)N2CCN(c3ccccc3)CC2)cc1	-8%	-4%	0%
Cc1cc(NC(=O)c2ccc(NC(=O)C3CCCO3)cc2)ccc1Br (configuration not stated)	4%	-5%	2%
COc1ccc(Cl)cc1C(=O)Nc1cccnc1	8%	-7%	-4%
CN(CCCC(=O)Nc1ccc(Br)cc1F)S(=O)(=O)c1ccccc1	8%	-6%	-5%
CCOC(=O)C1CCN(C(=O)CN2C(=O)CSc3ccc(S(=O)(=O)N4CCOCC4)cc32)CC1	-8%	-13%	5%
CC(C)Cc1nnc(NC(=O)CCC(=O)N2CCCCC2)s1	3%	-2%	3%
COc1cc2nc(N3CCN(c4cc(C)ccc4C)CC3)nc(N)c2cc1OC	14%	-3%	-7%
CCOc1ccccc1NS(=O)(=O)c1ccc2[nH]c(=O)ccc2c1	3%	1%	1%
CCOc1ccc(NC(=O)CCC(=O)Oc2ccc(C)cc2)cc1	7%	-4%	7%
Cc1cc(N)ccc1NC(=O)CN1CCCC1	5%	-5%	7%
Nc1nc(NC2CCCCC2)nc(NCCO)c1[N+](=O)[O-]	-5%	-2%	5%
COc1ccccc1N1CCN(c2ccc3ccccc3n2)CC1	13%	-8%	0%
COc1ccc(CCNC(=O)C2CC(=O)N(C3CCCCC3)C2)cc1OC (configuration not stated)	6%	-9%	1%
Cc1cc(NC(=O)CSc2nnnn2-c2ccc(C)c(Cl)c2)no1	-17%	-3%	8%
Cc1cccc(C)c1NC(=O)CN1C(=O)COc2ccccc21	12%	-10%	-4%
CCCOC(=O)N[C@@H]1C(=O)N2C(C(=O)OCCC)=C(C)CS[C@H]12	10%	-11%	4%
Cc1ccc(N(Cc2cc3ccc(C)cc3[nH]c2=O)S(=O)(=O)c2ccccc2)cc1	32%	-1%	2%
Nc1nonc1-n1nnc(C(=O)N/N=C/c2ccc(Br)cc2)c1-c1ccc2c(c1)OCO2	35%	9%	-1%
C=CCSc1nc2sc3c(c2c(=O)n1-c1ccccc1)CCN(C)C3	-3%	-5%	-1%
O=C(Nc1nnc(S(=O)(=O)N2CCOCC2)s1)c1ccccc1Cl	10%	0%	12%
COC(=O)C1=CN(c2cc(C)cc(C)c2)C=C(C(=O)OC)C1c1cccc(F)c1	24%	2%	-1%
COC(=O)c1c(-c2ccc(OC)cc2)oc2ccc(-c3ccc(OC)nc3)cc12	24%	-28%	-4%
Cc1ccc(CNC(=O)Cn2ccc3cc(S(=O)(=O)N4CCCC4)ccc32)o1	6%	-7%	-2%
O=C1OC(c2ccc3c(c2)OCO3)=N/C1=C\c1ccc(C(=O)O)cc1	14%	-8%	20%
CN(C)CCCN(C(=O)c1ccc(C(=O)c2ccccc2)cc1)c1nc2c(F)cccc2s1	-5%	-11%	-3%
O=C(c1cc(COc2cccc(C(F)(F)F)c2)on1)N1CCC(c2ccncc2)CC1	7%	-1%	4%
Cc1ccc(Cl)cc1N(CC(=O)N1CCOCC1)S(C)(=O)=O	4%	-10%	8%

Grouped by structure: the entries above containing a Cl atom
SMILES	AID2073	LYP inhibition	Siah-1 displacement
CC1=NN(C(N)=S)C(=O)C1N=Nc1cccc(Cl)c1C (configuration not stated)	9%	-9%	-5%
COc1ccc(Cl)cc1C(=O)Nc1cccnc1	8%	-7%	-4%
Cc1cc(NC(=O)CSc2nnnn2-c2ccc(C)c(Cl)c2)no1	-17%	-3%	8%
O=C(Nc1nnc(S(=O)(=O)N2CCOCC2)s1)c1ccccc1Cl	10%	0%	12%
Cc1ccc(Cl)cc1N(CC(=O)N1CCOCC1)S(C)(=O)=O	4%	-10%	8%

(further entries)
SMILES	AID2073	LYP inhibition	Siah-1 displacement
O=C(C1CCCO1)N1CCN(S(=O)(=O)c2ccc(Cl)cc2)CC1 (configuration not stated)	5%	-11%	1%
CCOc1nc(Nc2ccc(Cl)cc2)nc(OCC)n1	9%	-3%	11%
CCOC(=O)C1(Cc2ccccc2)CCCN(C(=O)C=C(C)C)C1 (configuration not stated)	40%	-10%	-1%
O=C(O)CC(CNC(=O)C1CCCN1C(=O)OCc1ccccc1)c1ccccc1 (configuration not stated)	3%	-10%	3%
COc1ccccc1C(=O)Nc1ccnn1C1CCN(Cc2cnn(C)c2)CC1	-4%	-8%	-1%
COc1ccc(NC(=O)CCc2nnc3ccc(NCc4ccco4)nn23)cc1OC	24%	-5%	2%
CCc1cc(=O)oc2cc(OC(=O)c3ccco3)ccc12	17%	-4%	10%
O=C(CCC(=O)N1CCOc2ccc(Cl)cc21)NCCN1CCOCC1	0%	-11%	0%
COc1ccccc1C(=O)NNC(=O)C1CCN(C(=O)OC(C)(C)C)CC1	13%	-8%	-4%
CCCc1cc(=O)n2[nH]cc(-c3ccc(Cl)cc3)c2n1	9%	4%	-3%
CCn1c(SCc2ccccc2)nc2c1c(=O)[nH]c(=O)n2C	-13%	-6%	13%
CC(=O)c1ccc(NC(=O)C2CCCN(S(=O)(=O)c3cccc4nonc34)C2)cc1 (configuration not stated)	-6%	-4%	1%
CC(C)Cc1nc(N2CCN(C(=O)c3ccco3)CC2)c(C#N)c2c1CCCC2	4%	-6%	-3%
COc1ccccc1CCC(=O)Nc1cccc(S(=O)(=O)N2CCOCC2)c1	-6%	-7%	2%
CN(C(=O)c1cc(C(=O)N(C)c2ccccc2)cc([N+](=O)[O-])c1)c1ccccc1	3%	-8%	2%
CCCCCc1ccc(CC(=O)N2CCOCC2)cc1	-13%	-1%	-3%
CC(=O)Nc1ccc(S(=O)(=O)N(C)C2CCN(C)CC2)cc1	3%	-9%	8%
COc1cccc(N2CCN(C(=O)c3cc4c(s3)-c3ccccc3OC4)CC2)c1	20%	-7%	5%
Cc1csc(NC(=O)c2ccc(S(=O)(=O)N3CCN(C)CC3)cc2)n1	8%	-11%	-1%
COc1ccc(CCN(C)C(=O)c2cccc(S(=O)(=O)NCc3ccccc3)c2)cc1OC	4%	-17%	9%
CCCCCc1ccc(-c2cn(Cc3ccc(C(=O)c4ccccc4)cc3)nn2)cc1	12%	-16%	11%
CC(NC(=S)Nc1ccc(F)cc1)c1ccccc1 (configuration not stated)	0%	0%	2%
CCN(CC)c1ccc(/C=C/c2ccc3ccc(OC)cc3[n+]2CC)cc1	13%	-8%	-2%
CCN(C(=O)COC(=O)CSc1ccc([N+](=O)[O-])cc1)C1CCS(=O)(=O)C1 (configuration not stated)	0%	-6%	0%
CCOc1ccc2[nH]c3c(NCC(C)C)ncnc3c2c1	19%	-5%	-4%
Cc1ccc(Cn2ccsc2=NC(=O)COC(=O)c2ccc(O)cc2O)cc1	7%	-7%	-6%
CC(C)Oc1ccc(Cn2c(=O)oc3ccccc32)cc1	9%	-8%	-1%
C=CCNC(=S)N1CCN(c2cc3c(cc2F)c(=O)c(C(=O)O)cn3CC)CC1	-1%	-6%	5%
Cc1ccc[n+](CC(=O)c2ccccc2)c1	-1%	-8%	0%
CN(CCOc1cccc2ccccc12)Cc1ccccc1	1%	0%	2%
COc1ccc(/C=N/NC(=O)c2ccc(C)nc2)cc1O	4%	-6%	-9%
Nc1ccc(-c2nnc(-c3ccc(N)cc3)o2)cc1	45%	-9%	0%
COc1ccc(-c2nc(CSCC(=O)NC3CC3)c(C)o2)cc1OC	18%	-9%	-1%
O=C(NCc1n[nH]c(=S)n1-c1ccc(Cl)c(Cl)c1)c1ccco1	-22%	-10%	-2%
CCc1ccc(-c2cc(C)no2)cc1S(=O)(=O)NCCc1ccc(OC)c(OC)c1	15%	-7%	-6%
C=CCn1c(SCC(=O)Nc2ccccc2OC)nc2c([nH]c3ccccc32)c1=O	5%	-3%	-1%
COc1ccc(CN2C(=NC(=O)CCC3CCCC3)SC3CS(=O)(=O)CC32)cc1 (configuration not stated)	26%	-12%	2%
Cc1sc2ncn(CC(=O)NCCCN3CCC(C)CC3)c(=O)c2c1S(=O)(=O)N1CCC(C)CC1	-2%	-15%	-2%
COc1ccc(OCc2nnc(SCC(=O)NC3CC3)n2C)cc1	8%	-19%	0%
CC(C(=O)c1ccc(-c2ccccc2)cc1)[n+]1cccc(C(N)=O)c1 (configuration not stated)	15%	-8%	4%

Record cards, as listed above.
COc1ccc(/C=N/NC(=O)c2ccc(C)nc2)cc1O reads AID2073: 4%; LYP inhibition: -6%; Siah-1 displacement: -9%
CN(CCOc1cccc2ccccc12)Cc1ccccc1 reads AID2073: 1%; LYP inhibition: 0%; Siah-1 displacement: 2%

(next part)
SMILES	AID2073	LYP inhibition	Siah-1 displacement
CN(C(=O)C(=O)c1cn(CC(=O)N2CCCC2)c2ccccc12)C1CCCCC1	7%	-8%	3%
CCCOC(=O)C(C)n1cnc2scc(-c3ccc(C)cc3)c2c1=O (configuration not stated)	-7%	-1%	-5%
COc1cc(C(=O)O)ccc1OCc1ccncc1	8%	-5%	2%
CC(C)CN1CCC(=O)N(CCSc2ccccc2)CC1	9%	-9%	-4%
COc1ccccc1OC(C)C(=O)Nc1ccc(S(=O)(=O)N2CCN(C)CC2)cc1 (configuration not stated)	5%	-5%	0%
O=C(NCc1ccccc1Cl)C(=O)NCC1OCCCN1S(=O)(=O)c1cccs1 (configuration not stated)	14%	-9%	3%
Clc1ccc2nc(COc3ccccc3)[nH]c2c1	-4%	-15%	-1%
CCC(=O)N1CCc2cc(S(=O)(=O)CCC(=O)N3CCN(c4ccccc4)CC3)ccc21	2%	0%	0%
Cc1ccc2c(c1)c1n[nH]c(=S)nc1n2CCc1ccccc1	-26%	-1%	-2%
COCCCNC(=O)/C(C#N)=C/c1c(N2CCN(c3cccc(Cl)c3)CC2)nc2c(C)cccn2c1=O	2%	-7%	-1%
CCCCc1nc2cc(C(=O)N3CCC(O)CC3)ccc2o1	2%	-8%	-1%
COc1ccc(C2C(C(C)=O)=C(C)Nc3ncnn32)c(OC)c1OC (configuration not stated)	2%	-9%	1%
COc1cccc(COC(=O)c2c(C)nn(-c3ccccc3)c2Cl)c1OC	-3%	-9%	4%
CCCOC(=O)c1ccc(NC(=O)Cc2cccs2)cc1	21%	-7%	5%
COc1ccc(N2CC(C(=O)Nc3c4c(nn3-c3ccc(OC)cc3)CS(=O)(=O)C4)CC2=O)cc1 (configuration not stated)	-2%	-6%	-4%
O=C1CCCN1CCCNc1nc2c(S(=O)(=O)c3ccc(Br)cc3)nnn2c2ccccc12	11%	-9%	7%
O=C(Nc1ccc(F)cc1)c1cc(-c2ccccn2)nc2c(Cl)cccc12	22%	-11%	-3%
CC1=NN(c2ccc(Br)cc2)C(=O)/C1=C/c1ccc(-c2ccccc2C(=O)O)o1	-5%	-7%	8%
CCc1cccc(C)c1NC(=O)CN(C)S(=O)(=O)c1ccc(-c2ccc(=O)[nH]n2)s1	0%	-4%	3%
CC(C)NC(=O)Cn1cnc2c(cnn2-c2ccc(F)cc2)c1=O	2%	-8%	4%

Individual results from above:
Reading of COc1cc(C(=O)O)ccc1OCc1ccncc1 in Siah-1 displacement: 2%
Reading of Clc1ccc2nc(COc3ccccc3)[nH]c2c1 in AID2073: -4%
Reading of CC(C)CN1CCC(=O)N(CCSc2ccccc2)CC1 in AID2073: 9%
Reading of Cc1ccc2c(c1)c1n[nH]c(=S)nc1n2CCc1ccccc1 in LYP inhibition: -1%
Reading of COc1cccc(COC(=O)c2c(C)nn(-c3ccccc3)c2Cl)c1OC in AID2073: -3%
Reading of COCCCNC(=O)/C(C#N)=C/c1c(N2CCN(c3cccc(Cl)c3)CC2)nc2c(C)cccn2c1=O in Siah-1 displacement: -1%
Reading of CC1=NN(c2ccc(Br)cc2)C(=O)/C1=C/c1ccc(-c2ccccc2C(=O)O)o1 in LYP inhibition: -7%

Additional entries:
SMILES	AID2073	LYP inhibition	Siah-1 displacement
O=C1C(=O)N(CCCN2CCOCC2)C(c2ccc(F)cc2)/C1=C(/O)c1ccccc1 (configuration not stated)	9%	-6%	2%
O=C(NCc1cccnc1)NC(=O)c1ccc(Cl)cc1	-3%	-8%	0%
COc1ccc(-c2nc(CS(=O)CC(=O)N3CCN(C)CC3)c(C)o2)cc1 (configuration not stated)	4%	-12%	0%
Cc1cc(S(=O)(=O)N2CCCOC2CNC(=O)C(=O)NCCc2ccco2)ccc1F (configuration not stated)	7%	-9%	3%
COc1cc(OC)c(C(=O)N/N=C/c2ccoc2)cc1OC	14%	-6%	-4%
Cc1cc2c(cc1S(=O)(=O)CCC(=O)N(C)Cc1ccccc1)OCC(=O)N2	-1%	-10%	2%
Nc1nnc(SCC(=O)Nc2cccc3ccccc23)s1	7%	-11%	-1%
